# Compound activity (PubChem)
# OXTR potentiate: potentiators of human oxytocin receptor | activation, % at 3 µM | P30559 | CHO-OTR cells, Fluo-8 calcium fluorescence, potentiator mode; 0% = oxytocin EC15, 100% = EC100 | 320,000 tested, 0.061% active;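 active means activation above that plate's cutoff, the mean activation of tested compounds plus 3 SD, cut at about 6.6% in these data, passing the limit was not always enough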;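 further: 100% uses oxytocin at 75 nM as the full agonist control; some results filed as inactive read as strong as hits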
# Target sequence (P30559 whole entry, looked up): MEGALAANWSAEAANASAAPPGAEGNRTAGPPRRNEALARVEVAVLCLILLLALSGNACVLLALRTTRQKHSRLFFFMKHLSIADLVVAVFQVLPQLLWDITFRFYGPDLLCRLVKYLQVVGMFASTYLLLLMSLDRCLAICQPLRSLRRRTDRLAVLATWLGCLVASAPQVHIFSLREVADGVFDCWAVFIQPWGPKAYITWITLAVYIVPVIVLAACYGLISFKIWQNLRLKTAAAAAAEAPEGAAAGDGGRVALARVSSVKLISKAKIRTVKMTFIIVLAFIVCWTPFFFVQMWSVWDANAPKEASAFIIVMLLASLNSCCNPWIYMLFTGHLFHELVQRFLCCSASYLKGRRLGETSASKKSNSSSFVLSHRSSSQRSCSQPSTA
#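 System: human OTR in CHO cells; Also added: sub-maximal oxytocin, roughly EC15; Timing: compound 6 min at room temperature before oxytocin, 100 s read; Technique: Fluo-8 intracellular calcium fluorescence, ex 470-495, em 515-575 nm; Controls: oxytocin EC15 low and EC100 high; Replication: singlicate.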
# GalR3 antagonist: human GalR3 antagonism | O60755 | inhibition, % at 3 µM | HEK293 GalR3-CNG cAMP membrane potential fluorescence; galR3 body fused to GalR1 C-terminus | 360,000 tested, 0.44% active;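 active means inhibition above the screen-wide average plus 3 SD, cut at about 13% in these data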;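 further: forskolin and galanin both at EC90 stimulate the cells; cAMP rise reported by CNG channel membrane potential dye signal; 0% = forskolin plus galanin with DMSO and 100% = forskolin alone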
# Target sequence (O60755 1-299 limits assumed): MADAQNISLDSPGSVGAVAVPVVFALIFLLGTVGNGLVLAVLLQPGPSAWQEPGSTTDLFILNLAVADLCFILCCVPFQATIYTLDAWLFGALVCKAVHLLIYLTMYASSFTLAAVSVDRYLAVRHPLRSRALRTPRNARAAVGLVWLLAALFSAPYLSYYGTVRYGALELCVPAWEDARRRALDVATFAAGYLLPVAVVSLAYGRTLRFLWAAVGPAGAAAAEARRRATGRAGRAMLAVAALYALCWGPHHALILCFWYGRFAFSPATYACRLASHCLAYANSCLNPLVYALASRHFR
# M18AAP inhibitor: PfM18AAP enzyme inhibition; inhibition, % at 7.35 µM; recombinant PfM18AAP, H-Glu-NHMec fluorogenic cleavage; 290,000 tested, 1.2% active; AID 1822;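 active means inhibition above the campaign mean inhibition over all tested compounds plus 3 SD, cut at about 28% in these data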;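 further: 0% = plate median of test compound wells and 100% = 2 mM ZnCl2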
# MEKK2 WT-MEK5: raises or lowers MEK5 binding to wildtype human MEKK2 PB1 domain | Q9Y2U5 | bead flow cytometry, Alexa488-MEK5 binding to MEKK2 WT; actives lie on both sides | binding response (% of control), % at 10 µM | 290,000 tested, 1.1% active | AID 1531; in the data active means binding response below about 67% or above about 130%
# NALP1 inh: blocks the NALP1 inflammasome reconstituted in yeast; 280,000 tested, 0.61% active; S. cerevisiae NALP1/ASC/caspase-1 growth, X-gal OD620, 72 h; inhibition, % at 10 µM; AID 2071; in the data active means inhibition mostly above about 24%, no sharp cut-off; inactive means mostly below about 32%; further: some compounds called inactive have numbers as strong as hits
# MEKK2 mut-MEK5: signal of MEK5 binding to mutant human MEKK2 PB1 domain | 290,000 tested, 0.35% active | percent response, % at 10 µM | bead flow cytometry, Alexa488-MEK5 binding to MEKK2 mutant; in the data active means percent response above about 24%, passing the limit was not always enough; further: inactives centre near 1; some results filed as inactive read as strong as hits
# GPR7 antag: antagonists of human GPR7 (neuropeptides B/W receptor 1); P48145; GPR7-expressing cells, fluorescence antagonist assay; inhibition, % at 4.4 µM; 290,000 tested, 1.1% active; in the data active means inhibition above about 16%, passing the limit was not always enough;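 further: cells stimulated with the agonist NPW; 0% = agonist with vehicle and 100% = vehicle without agonist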
# Target sequence (P48145 whole entry, looked up): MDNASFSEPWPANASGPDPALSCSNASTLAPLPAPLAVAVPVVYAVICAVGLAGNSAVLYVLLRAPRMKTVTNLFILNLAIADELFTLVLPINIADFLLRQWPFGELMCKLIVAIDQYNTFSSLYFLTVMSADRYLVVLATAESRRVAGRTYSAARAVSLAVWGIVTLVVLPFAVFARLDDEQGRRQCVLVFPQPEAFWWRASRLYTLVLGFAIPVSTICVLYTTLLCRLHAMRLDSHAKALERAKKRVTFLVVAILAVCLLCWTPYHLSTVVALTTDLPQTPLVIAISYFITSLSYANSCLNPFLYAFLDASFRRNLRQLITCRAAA
# V1aR counter: counter-screen for oxytocin receptor agonists: human V1a receptor agonists; activation, % at 3 µM; 320,000 tested, 0.25% active; CHO-V1R cells, Fluo-8 calcium fluorescence, agonist mode; 0% DMSO, 100% 3 nM vasopressin;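 active means activation above the mean activation of all tested compounds plus 3 SD, per screening run, cut at about 20% in these data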;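 further: signal is peak over basal fluorescence ratio across a 100 second FLIPR read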
# OXTR agonist: agonists of human oxytocin receptor | AID 2435 | activation, % at 3 µM | CHO-OTR cells, Fluo-8 calcium fluorescence; normalized: DMSO 0%, oxytocin 100% | 320,000 tested, 0.32% active;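 active means activation above the mean of all tested compounds plus 3 SD, cutoff set per screening run, cut at about 20% in these data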;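 further: peak over basal fluorescence ratio from a 100 s FLIPR kinetic read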
# Active calls of the source: *; / = no result given.
1: C1=CC(c2cc3ccccc3o2)OC(CCc2ccccc2)C1 (configuration not stated)
2: CCC(=O)c1ccc(N2CCN(C(=O)c3ccccc3F)CC2)c(F)c1
3: Cc1ccc(NC(=O)CSc2nnc(C3CC3)n2CC2CCCO2)c(C)c1 (configuration not stated)
4: COc1ccc(COC(=O)N/N=C(\C)CC(=O)Nc2ccc(Cl)cn2)cc1
5: CCOc1ccc(N2CC(C(=O)Nc3ccccc3OC)CC2=O)cc1 (configuration not stated)
6: O=C(CNC(=O)c1ccccc1F)OCC(=O)N1CCCCC1
7: CCOc1ccccc1C1CC(c2ccc(Br)cc2)Nc2nc(N)nn21 (configuration not stated)
8: CCOc1ccc(N(CC(=O)NCCOc2ccc(C)cc2)S(=O)(=O)c2ccccc2)cc1

Assay by compound	1	2	3	4	5	6	7	8
OXTR potentiate	-3	-10	1	-13	-12	-5	-6	-13
GalR3 antagonist	-4	2	-4	-3	-4	-3	2	-6
M18AAP inhibitor	-3	-2	-7	0	-7	4	-6	-7
MEKK2 WT-MEK5	92	94	109	100	101	102	97	100
NALP1 inh	26	11	6	4	-13	33	16	2
MEKK2 mut-MEK5	-8	-1	14	12	2	12	0	-2
GPR7 antag	-17	9	0	-13	-8	0	7	-15
V1aR counter	1.1	6.8	0.9	0.4	0.5	0.2	4.9	0.2
OXTR agonist	-0.6	7.7	0.2	-1.7	-0.3	-1.4	1.8	0.3

9: CCc1ccc(C(=O)COC(=O)C(CCSC)NC(=O)c2ccccc2)cc1 (configuration not stated)
10: CCOC(=O)C1=C(N)OC2=C(C(=O)CC(C)(C)C2)C1c1ccccc1OC (configuration not stated)
11: Cc1c(C(=O)Nn2cnnc2)oc2ccccc12
12: COc1ccc(S(=O)(=O)N2CCOCC2)cc1NC(=O)[C@@H]1CCCN1C(=O)c1cccs1
13: CCN(CC)S(=O)(=O)c1ccc(N2CCOCC2)c(NCC(=O)Nc2ccc(F)cc2)c1
14: COc1ccc(C)cc1NC(=O)CSc1nnc(-c2ccc(C)cc2)o1
15: CS(=O)(=O)Nn1cnc2ccccc2c1=O
16: CCOC(=O)n1c(=O)[nH]c2ccc(Br)cc21

Assay by compound	9	10	11	12	13	14	15	16
OXTR potentiate	-11	3	-6	-3	-12	-5	5	-4
GalR3 antagonist	-5	-4	-1	-1	-3	-3	-2	-4
M18AAP inhibitor	5	5	81*	3	-2	-3	7	2
MEKK2 WT-MEK5	98	104	111	91	95	93	104	110
NALP1 inh	0	5	10	4	-31	24	6	-38
MEKK2 mut-MEK5	1	6	14	-3	-5	-9	0	2
GPR7 antag	-10	-16	-8	-16	-3	-12	-13	-6
V1aR counter	4.3	0.3	0.0	-0.4	-0.8	4.3	0.6	1.5
OXTR agonist	0.2	-1.4	-0.8	-0.7	-1.6	3.0	0.1	1.9

17: COC(=O)c1cc(-c2ccc3c(c2)OCO3)nc2ccccc12
18: Cc1ccc(NC(=O)C/C(N)=N/O)cc1C
19: CN(C)S(=O)(=O)c1cccc(C(=O)OCC(=O)NC2CCCc3ccccc32)c1 (configuration not stated)
20: CC(CS(=O)(=O)c1ccc2c(c1)NC(=O)CS2)C(=O)NCc1ccccc1Cl (configuration not stated)
21: Cc1ccc(-c2cc(C(=O)N3CCc4ccccc4C3)no2)cc1
22: Cc1cccc(OCC(=O)NC(Cc2c[nH]c3ccccc23)C(=O)O)c1C (configuration not stated)
23: CNC(=O)c1ccc(-c2cc(C(F)(F)F)nn2C)s1
24: COc1ccc(NC(=O)CSc2nnc(C)n2C2CC2)cc1S(=O)(=O)N1CCOCC1

Assay by compound	17	18	19	20	21	22	23	24
OXTR potentiate	-6	-4	-4	-5	-5	5	3	1
GalR3 antagonist	-3	0	1	5	-3	-3	-4	4
M18AAP inhibitor	-5	-8	-5	5	-2	-4	-3	/
MEKK2 WT-MEK5	91	100	128	93	101	102	102	/
NALP1 inh	-7	5	20	18	8	-3	2	/
MEKK2 mut-MEK5	-3	-4	18	-7	2	1	13	/
GPR7 antag	-9	12	0	9	-13	-13	-3	/
V1aR counter	-0.4	1.2	5.1	0.6	1.3	0.6	0.2	0.0
OXTR agonist	-1.3	-0.3	3.3	-0.8	-0.2	0.1	2.2	0.6

25: COc1cccc(C(=O)COC(=O)c2ccc(NC(=O)c3ccccc3)cc2)c1
26: O=C(CSc1ccc2nnc(-c3cccnc3)n2n1)N1CCOCC1
27: C=C(C)COc1ccc2c(C)c(CCC(=O)NC3CC3)c(=O)oc2c1
28: Cc1ccc(C(=O)NCC2CCCN2S(=O)(=O)c2ccc(C)cc2)cc1 (configuration not stated)
29: CCNc1c(N)c(=O)oc2ccccc12
30: O=C(N/N=C/c1ccccc1O)C1SCCCS1
31: CCCCCC[N+](C)(C)CCSSCC[N+](C)(C)CCCCCC
32: COCCn1c(=NC(=O)CSCC(=O)N2CCOCC2)sc2cc(C)ccc21

Assay by compound	25	26	27	28	29	30	31	32
OXTR potentiate	-12	-6	-6	-8	-15	-13	1	-5
GalR3 antagonist	3	-2	-10	-5	-2	-10	-2	0
M18AAP inhibitor	-6	0	-3	/	-12	4	1	0
MEKK2 WT-MEK5	107	111	100	/	106	90	96	107
NALP1 inh	/	6	7	/	-3	-2	/	6
MEKK2 mut-MEK5	6	11	-2	/	11	-9	-8	6
GPR7 antag	-6	-7	8	/	0	-8	-15	-11
V1aR counter	4.5	0.1	9.2	-0.8	-0.2	-0.1	0.0	-0.5
OXTR agonist	0.3	0.8	7.5	-2.0	3.7	0.5	0.6	-0.9

33: COc1ccccc1NS(=O)(=O)c1cc(NC(=O)c2sccc2C)ccc1N1CCOCC1
34: COCCCNC(=O)Cn1nnc(-c2ccc(NC(=O)c3ccc(F)cc3)cc2)n1
35: CC(C(=O)c1ccc(-c2ccccc2)cc1)[n+]1cccc(Br)c1 (configuration not stated)
36: COC(=O)c1ccc(CSc2nc3ccccc3c(=O)n2-c2ccccc2)o1
37: COC(=O)c1cc(Cl)c(NC(=O)c2cc3ccccc3o2)cc1OC
38: Cc1cccc(C)c1NC(=O)CN(C)C(=O)c1ccc(-c2cccc(C(F)(F)F)c2)o1
39: NNC(=O)c1[nH]c2ccc(Br)cc2c1-c1ccccc1
40: CNC(=O)CN1C(=O)CSc2ncccc21

Assay by compound	33	34	35	36	37	38	39	40
OXTR potentiate	-5	-6	-8	-7	-9	-1	-12	-11
GalR3 antagonist	-8	-7	4	-1	6	-2	-2	0
M18AAP inhibitor	1	2	3	4	-5	/	2	-2
MEKK2 WT-MEK5	99	102	123	96	99	/	97	111
NALP1 inh	/	19	16	5	9	/	12	41*
MEKK2 mut-MEK5	0	7	14	-2	0	/	-4	1
GPR7 antag	5	-1	4	-10	-13	/	-7	-7
V1aR counter	1.6	4.6	1.2	1.1	-0.3	2.3	0.9	0.4
OXTR agonist	1.5	3.6	0.9	-1.2	-1.3	1.5	2.9	-1.0

41: CCOc1ccc(NC(=O)C2CCC(CNc3c(N4CCCCC4)c(=O)c3=O)CC2)cc1 (configuration not stated)
42: CCC(C)c1ccc(NC(=S)NCc2ccccn2)cc1 (configuration not stated)
43: CCOc1ccc(N(CC)S(=O)(=O)c2c(C)[nH]c(=O)[nH]c2=O)cc1
44: CCCCN(C(=O)c1cc2ccccc2o1)c1c(N)n(CCCC)c(=O)[nH]c1=O
45: CC(C)C(NS(=O)(=O)c1cccc2nsnc12)C(=O)NCc1ccco1 (configuration not stated)
46: COc1cc([C@@H]2c3cc4c(cc3[C@@H](O)[C@H]3COC(=O)[C@H]23)OCO4)cc(OC)c1O[Si](C)(C)C(C)(C)C
47: O=C(CCNS(=O)(=O)c1ccc(Br)s1)NCc1ccc(F)cc1
48: CCc1ccc(CNC(=O)c2ccc(OC3CCN(C(=O)COC)CC3)cc2)nc1

Assay by compound	41	42	43	44	45	46	47	48
OXTR potentiate	-13	-7	-12	-2	-13	-2	-4	/
GalR3 antagonist	-1	-4	-6	-4	-1	-7	-1	-2
M18AAP inhibitor	-6	2	-5	/	1	/	-15	-6
MEKK2 WT-MEK5	88	98	109	/	94	67	96	101
NALP1 inh	/	-3	5	/	/	/	12	-4
MEKK2 mut-MEK5	-7	-3	5	/	-4	0	-4	-3
GPR7 antag	-7	-13	-4	/	-15	/	-8	-13
V1aR counter	-0.6	-0.8	-0.4	-0.3	-0.7	0.7	1.7	/
OXTR agonist	-0.8	-1.2	-0.9	-0.7	-0.6	-0.8	-1.3	/

# Sorted by number of heavy atoms (descending): four of the compounds above
46: COc1cc([C@@H]2c3cc4c(cc3[C@@H](O)[C@H]3COC(=O)[C@H]23)OCO4)cc(OC)c1O[Si](C)(C)C(C)(C)C
48: CCc1ccc(CNC(=O)c2ccc(OC3CCN(C(=O)COC)CC3)cc2)nc1
45: CC(C)C(NS(=O)(=O)c1cccc2nsnc12)C(=O)NCc1ccco1 (configuration not stated)
42: CCC(C)c1ccc(NC(=S)NCc2ccccn2)cc1 (configuration not stated)

Assay by compound	46	48	45	42
OXTR potentiate	-2	/	-13	-7
GalR3 antagonist	-7	-2	-1	-4
M18AAP inhibitor	/	-6	1	2
MEKK2 WT-MEK5	67	101	94	98
NALP1 inh	/	-4	/	-3
MEKK2 mut-MEK5	0	-3	-4	-3
GPR7 antag	/	-13	-15	-13
V1aR counter	0.7	/	-0.7	-0.8
OXTR agonist	-0.8	/	-0.6	-1.2

# Next records.
49: COc1ccc(CNCC(=O)Nc2cccc(S(N)(=O)=O)c2)cc1
50: CCCn1cnc2cc(NC(=O)c3ccco3)ccc21
51: COC(=O)C1=C(C(=O)OC)SC(=C2C(=S)C(C)(C)N(C(=O)C3CC3)c3ccccc32)S1
52: Cc1cc(C)cc(NC(=O)c2cc(C)n(Cc3cccs3)c2C)c1
53: O=S(=O)(Nc1cccc(S(=O)(=O)N2CCCC2)c1)c1ccc(Cl)cc1
54: Cc1cccc2cc(-c3ccccc3)c(-c3ccccc3)c[n+]12
55: O=C(CN1CCCC1)NC(=O)NC1CCCC1
56: CCOc1ccc2nc(SCC(=O)NC(=O)NCc3ccco3)[nH]c2c1

Assay by compound	49	50	51	52	53	54	55	56
OXTR potentiate	-2	-3	-4	-12	-4	-1	-13	-5
GalR3 antagonist	3	-3	-6	-4	5	2	-5	3
M18AAP inhibitor	9	6	23	-2	/	-1	1	9
MEKK2 WT-MEK5	92	104	90	86	/	80	81	101
NALP1 inh	0	-13	7	8	/	4	32	0
MEKK2 mut-MEK5	-1	6	-10	-22	/	-2	-13	4
GPR7 antag	4	-6	-6	-14	/	12	5	10
V1aR counter	0.6	0.7	-2.0	-2.0	-0.2	0.5	0.2	-0.9
OXTR agonist	-0.1	0.6	-2.0	-2.6	2.6	-0.4	1.0	-1.8

57: Cc1ccccc1Nc1nc(N)nc(CSCC(=O)Nc2cccc(Br)c2)n1
58: Cc1c(NC(=O)c2cc(-c3cccs3)on2)c(=O)n(-c2ccccc2)n1C
59: O=C(O)COc1ccc(/C=C/C(=O)c2ccc(C3CCCCC3)cc2)cc1
60: Cc1ccccc1-n1nnnc1SCC(=O)NNC(=O)c1ccc(NC(=O)CC#N)cc1
61: CCNc1nc(SC(C)C(=O)Nc2ccccc2)nc(N2CCOCC2)n1 (configuration not stated)

Assay by compound	57	58	59	60	61
OXTR potentiate	-5	6	-7	-12	-10
GalR3 antagonist	-2	/	-9	-2	-6
M18AAP inhibitor	-5	0	-6	/	-5
MEKK2 WT-MEK5	97	105	95	/	117
NALP1 inh	11	9	6	/	10
MEKK2 mut-MEK5	-3	4	-6	/	5
GPR7 antag	-2	-1	-4	/	-16
V1aR counter	1.1	0.4	-0.1	0.5	0.3
OXTR agonist	2.2	-0.8	-0.1	-1.0	-1.5
